GPR55 beta-arrestin: GPR55 agonists via beta-arrestin recruitment, primary screen, imaging, U2OS cells, beta-arrestin-GFP redistribution (AID 1961); G-protein coupled receptor 55 (Homo sapiens); U2OS GPR55 beta-arrestin-GFP redistribution imaging; higher % means a stronger effect; activation, % at 10 µM, or EC50 in µM where a hit was titrated; hit rate 0.048% among 290,000;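 active means activation above 40% with more than 50 cells counted in the well; inconclusive means wells holding fewer than 50 cells, flagged as toxic or sparse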;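 further: U2OS osteosarcoma cells stably expressing GPR55 and beta-arrestin-GFP; plate controls were DMSO negative control for no effect and LPI positive control for full effect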
GPR55 antagonists: GPR55 antagonists blocking LPI-driven arrestin recruitment, primary screen, imaging, U2OS, beta-arrestin-GFP, LPI agonist (AID 2013) | G-protein coupled receptor 55 (Homo sapiens) | U2OS GPR55 beta-arrestin-GFP translocation imaging, LPI antagonism; higher % means a stronger effect | inhibition, % at 10 µM; hits with a dose series show IC50 in µM | hit rate 0.13% among 290,000;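 active means spots per cell inhibited over 60%, with over 100 cells counted and total cytoplasm intensity under 500,000; inconclusive means wells with under 100 cells, flagged as likely toxic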;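 further: U2OS cells stably carrying GPR55 and arrestin-GFP stimulated by 5 µM LPI near EC80; imaged beta-arrestin-GFP aggregate spots per cell after agonist stimulation; plate controls were LPI-stimulated DMSO wells for no effect and DMSO wells without LPI for full effect; some results filed as inactive read as strong as hits; confirmed hits need IC50 under 10 µM and bright autofluorescent wells are also inconclusive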
GPR35 antagonists: GPR35 antagonists blocking zaprinast-driven arrestin recruitment, primary screen, imaging, U2OS, beta-arrestin-GFP, zaprinast agonist (AID 2058); G-protein coupled receptor 35 (Homo sapiens); U2OS GPR35 beta-arrestin-GFP translocation imaging, zaprinast antagonism; higher % means a stronger effect; inhibition, % at 10 µM, or IC50 in µM where a hit was titrated; hit rate 0.052% among 290,000;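 active means inhibition of at least 50% with at least 30 cells and total cytoplasm GFP at most 10,000,000; inconclusive means under 30 cells or total GFP of 10,000,000 plus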
NTR1 ag: agonists of NTR1, primary screen, imaging, U2OS cells, beta-arrestin-GFP, high content (AID 493036) | NTR1-U2OS beta-arrestin-GFP spot imaging, agonist mode | Neurotensin receptor type 1 (Homo sapiens), P30989 | hit rate 0.17% among 330,000 | activation, % at 20 µM;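 active means activation at or above 40% of the spot to cytoplasm intensity ratio, with at least 20 cells analyzed; inconclusive means wells under 20 cells, flagged as cytotoxic or low count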;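 further: 0% = DMSO without peptide and 100% = 100 nM NTR1 peptide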
Target sequence (P30989 whole entry, looked up): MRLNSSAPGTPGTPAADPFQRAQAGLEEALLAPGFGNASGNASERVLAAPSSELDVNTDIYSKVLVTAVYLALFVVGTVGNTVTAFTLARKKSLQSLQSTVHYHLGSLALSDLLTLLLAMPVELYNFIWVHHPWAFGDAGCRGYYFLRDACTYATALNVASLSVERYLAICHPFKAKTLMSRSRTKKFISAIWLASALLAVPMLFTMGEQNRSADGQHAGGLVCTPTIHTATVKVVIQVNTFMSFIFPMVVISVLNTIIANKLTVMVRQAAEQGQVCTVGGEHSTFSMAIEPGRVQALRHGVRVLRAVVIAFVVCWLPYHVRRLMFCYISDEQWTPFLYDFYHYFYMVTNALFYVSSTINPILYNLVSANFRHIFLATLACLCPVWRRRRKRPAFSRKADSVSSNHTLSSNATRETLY
NS5 inhibitors: Dengue-2 NS5 methyltransferase inhibitors, primary screen, biochemical, confirmation dose response (AID 588689); Genome polyprotein (Dengue virus type 2 (strain 16681-PDK53)); Dengue-2 NS5 methyltransferase capping enzyme assay, biochemical; higher % means a stronger effect; one-dose inhibition, % at 25 µM; IC50 in µM for titrated hits; hit rate 0.3% among 340,000; in the data active means a potency from the dose series; inconclusive means inhibition above about 29% without an active follow-up result
Large T inhibition: SV40 large T antigen inhibitors, biochemical (AID 1903); SV40 large T antigen ATPase/helicase inhibition assay; higher % means a stronger effect; one-dose inhibition, % at 20 µM; IC50 in µM for titrated hits; hit rate 0.39% among 310,000; in the data active means a potency from the dose series; inconclusive means inhibition mostly from about 32% at the one dose, without a potency; inactive means the rest, 99 in 100 with inhibition below about 32%; further: strong numbers were not always called active
AID2073: inhibitors of Mint1-CaV2.2 protein interaction, biochemical, HTRF (AID 2073); hit rate 0.19% among 290,000; inhibition, % at 20 µM; hits with a dose series show IC50 in µM; HTRF protein-protein interaction, Mint1-CaV2.2; higher % means a stronger effect; Voltage-dependent N-type calcium channel subunit alpha-1B (Homo sapiens); in the data active means inhibition mostly above about 51%, no sharp cut-off; inconclusive means no clear call, values can overlap the other calls; inactive means mostly below about 53%; further: some results filed as inactive read as strong as hits
Rac1 GTP hydrolysis: MgcRacGAP GTPase-activating activity inhibitors, confirmation, biochemical, ADP Hunter fluorescence; Rac GTPase-activating protein 1 (Homo sapiens); MgcRacGAP-stimulated Rac1 GTP hydrolysis, ADP Hunter fluorescence; higher % means a stronger effect; GST-tagged Rac1 F28L mutant substrate; inhibition, % at 30 µM, or IC50 in µM where a hit was titrated; hit rate 0.6% among 340,000;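 active means first-screen hits whose inhibition reached a set limit at any dose in the follow-up dose series; inconclusive means inhibition above the set first-screen limit but never retested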;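 further: fluorescence reports GDP produced by GAP-driven GTP hydrolysis; strong numbers were not always called active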
Yfh1-depleted yeast: enhancers of respiration in Yfh1-depleted yeast, dose response, Friedreich's ataxia, plus single-dose screen (AID 1465); S. cerevisiae Yfh1-off respiration, WST-1 reduction, 72 h; higher fold induction means a stronger effect; one-dose fold induction at 50 µM; EC50 in µM for titrated hits; hit rate 0.074% among 220,000;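 active means fold induction of absorbance versus untreated yeast above a set limit, then at least 30% activation at any dose in follow-up; inconclusive means repeats straddling the limit, or above it without dose testing; inactive means fold induction below the set limit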;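 further: activators that raise dye reduction in frataxin-depleted yeast; strong numbers were not always called active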
NTR1 ag cell count 20 µM: second read-out of NTR1 ag, no call of its own (marks repeat the call); cell count; measured here: cell count, cytotoxicity flag
* hit, by the source's call; i = inactive; ? = inconclusive; . = no result given.

SMILES	GPR55 beta-arrestin	GPR55 antagonists	GPR35 antagonists	NTR1 ag	NTR1 ag cell count 20 µM	NS5 inhibitors	Large T inhibition	AID2073	Rac1 GTP hydrolysis	Yfh1-depleted yeast
COc1ccc(Cn2nnnc2C(c2ccc(F)cc2)N2CCN(C3CCCC3)CC2)cc1 (stereo not drawn)	-0.2%	1%	-13%	0.0	43	-13%	7%	7%	6%	i
O=C1c2cccnc2C(=O)N1Cc1ccc(F)cc1	-0.1%	7%	-7%	-0.9	63	2%	5%	-5%	-7%	i
COc1cccc(/C=C/C(=O)OCC(=O)N2CCN(S(=O)(=O)c3ccc(Cl)cc3)CC2)c1	-0.1%	8%	-11%	0.9	49	-3%	14%	15%	9%	.
CCc1cc2cc(C)c(C)cc2nc1SCC(=O)Nc1cc(C)on1	0.2%	4%	-2%	11	43	-4%	2%	3%	2%	i
COc1ccc(C(=O)NC(C)CCc2ccccc2)c(O)c1 (stereo not drawn)	0.0%	-6%	-4%	-0.6	87	-5%	10%	8%	17%	.
CC(=O)N1CC(C)Sc2ccc(S(=O)(=O)NC3CCCCC3)cc21 (stereo not drawn)	-0.1%	-4%	-2%	2.6	61	-4%	-2%	10%	5%	.
O=C(Nc1ccc(-c2cn3ccsc3n2)cc1)C1CCCC1	-0.1%	5%	-8%	-3.9	95	-12%	7%	27%	5%	i
C=CCSc1nnc(NC(=O)Cn2cnc3c2c(=O)n(C)c(=O)n3C)s1	-0.2%	6%	-6%	-0.7	68	-5%	16%	19%	10%	i
O=C1N(c2ccc(Cl)c(Cl)c2)CN(Cc2ccccc2)CN1n1cnnc1	-0.2%	5%	-12%	1.7	93	-8%	2%	-7%	5%	i
CCCCN(CC)CCNC(=O)C1CCN(S(=O)(=O)c2cccc3nsnc23)CC1	-0.2%	-21%	4%	-0.6	75	-2%	-21%	14%	9%	.
CN(Cc1ccncn1)C(=O)CC1C(=O)NCCN1Cc1cccc(Oc2ccccc2)c1 (stereo not drawn)	0.2%	-11%	-6%	-0.6	39	.	8%	23%	8%	i
C/C(=N/N=C(/N)SCc1ccccc1)C(C)(C)C	-0.1%	0%	4%	-1.3	37	3%	1%	-7%	2%	i
C[C@H](OC(=O)N1CCN(C(c2ccccc2)c2ccccc2)CC1)[C@@H]1O[C@@]2(C)CCC[C@H]1O2	.	.	.	1.7	88	0%	1%	.	3%	.
Cc1cc(C)cc(NC(=O)CN2CCN(c3ccccc3)CC2)c1	0.0%	4%	-10%	2.7	85	1%	-6%	3%	.	.
Cc1cc2c3c(c1)C1(C(=O)N3C(C)(C)CC2C)C(C#N)=C(N)Oc2n[nH]c(C)c21 (stereo not drawn)	-0.1%	8%	-10%	0.4	74	-4%	21%	2%	4%	i

The final five records of the part above open the next one.
SMILES	GPR55 beta-arrestin	GPR55 antagonists	GPR35 antagonists	NTR1 ag	NTR1 ag cell count 20 µM	NS5 inhibitors	Large T inhibition	AID2073	Rac1 GTP hydrolysis	Yfh1-depleted yeast
CN(Cc1ccncn1)C(=O)CC1C(=O)NCCN1Cc1cccc(Oc2ccccc2)c1 (stereo not drawn)	0.2%	-11%	-6%	-0.6	39	.	8%	23%	8%	i
C/C(=N/N=C(/N)SCc1ccccc1)C(C)(C)C	-0.1%	0%	4%	-1.3	37	3%	1%	-7%	2%	i
C[C@H](OC(=O)N1CCN(C(c2ccccc2)c2ccccc2)CC1)[C@@H]1O[C@@]2(C)CCC[C@H]1O2	.	.	.	1.7	88	0%	1%	.	3%	.
Cc1cc(C)cc(NC(=O)CN2CCN(c3ccccc3)CC2)c1	0.0%	4%	-10%	2.7	85	1%	-6%	3%	.	.
Cc1cc2c3c(c1)C1(C(=O)N3C(C)(C)CC2C)C(C#N)=C(N)Oc2n[nH]c(C)c21 (stereo not drawn)	-0.1%	8%	-10%	0.4	74	-4%	21%	2%	4%	i
C=CCS/C(=N\n1cnc2ccccc2c1=O)N1CCCCC1	0.0%	6%	7%	0.3	65	5%	32%	-19%	4%	i
CCSc1nnc2nc3[nH]c4c(C)cccc4c3nn12	0.9%	14%	-8%	4.7	39	.	3%	8%	.	i
CCOC(=O)[C@@H]1[C@H]2COc3cc(OC)ccc3[C@@H]2N2C(=O)N(c3ccc(C)cc3)C(=O)[C@@]12C	-0.3%	-8%	-7%	0.6	60	-5%	19%	1%	4%	.
CCc1ccc(Cn2nnc(C(=O)Nc3ccc(OC)cc3OC)c2N)cc1	-0.1%	-5%	-14%	3.2	50	-4%	-3%	6%	7%	i
CCCCN(CC)CCNC(=O)c1cc2c(=O)n(C)c3ccccc3c2n1C	0.6%	15%	-16%	1.8	68	-7%	4%	5%	10%	i
CCc1nnc(NC(=O)[C@@H](NC(=O)c2cccc(S(=O)(=O)N(CC)CC)c2)C(C)C)s1	-0.1%	13%	4%	1.3	54	-1%	0%	14%	3%	i
COc1ccc(CCn2c(=N)c(C(=O)NCc3ccco3)cc3c(=O)n4cccc(C)c4nc32)cc1	0.2%	9%	-14%	2.7	28	11%	14%	37%	15%	i
C=CCn1c(CSCc2ccccc2)nnc1SCC(=O)NCc1ccccc1	-0.1%	1%	-11%	-0.3	44	7%	5%	6%	11%	i
O=C(NC1CCCCCC1)c1c(O)c2cccc3c2n(c1=O)CCC3	-0.1%	9%	-10%	.	.	.	.	3%	.	.
COc1ccc2[nH]c(=O)c(CN(CC3CCCO3)C(=O)Nc3ccccc3OC)cc2c1 (stereo not drawn)	0.3%	10%	-14%	.	.	4%	-7%	9%	7%	i
Cc1ccc(-c2cc(C(=O)Nc3cc(C)ccc3O)no2)cc1	0.3%	1%	-1%	.	.	.	-5%	15%	10%	.
NC(=O)CSc1nnc(-c2ccccn2)n1Cc1ccco1	-0.3%	-5%	1%	-0.8	56	-10%	0%	-3%	8%	i
O=C(O)c1cnc(N2CCOCC2)nc1	0.5%	18%	-1%	-0.1	38	-1%	2%	4%	8%	i
CCCCN1C(=O)C(=O)N(CC(=O)N2N=C3/C(=C/c4ccco4)CCCC3C2c2ccco2)C1=O (stereo not drawn)	-0.6%	13%	-4%	1.1	56	-1%	10%	45%	6%	i
CCCCNC(C(=O)Nc1ccc([N+](=O)[O-])cc1Br)c1ccccc1 (stereo not drawn)	-0.3%	8%	-12%	0.2	52	1%	2%	-2%	22%	i
NS(=O)(=O)c1ccc(NC(=O)COC(=O)c2cc(Cl)ccc2[N+](=O)[O-])cc1	0.0%	4%	-4%	1.9	67	2%	22%	2%	9%	i
CCN(c1ccc(C)cc1C)S(=O)(=O)c1nnc(NC(=O)C(C)C)s1	0.0%	-12%	-15%	1.8	91	-7%	23%	5%	8%	.
Cc1ccn2c(=O)c(NC(=O)c3ccc(Br)o3)c(C)nc2c1	.	.	.	0.7	57	-4%	4%	.	-1%	.
Cn1c(=O)c2ccccc2n(Cc2ccccc2F)c1=O	-0.2%	-8%	14%	0.3	52	-2%	0%	-3%	11%	i
COc1cc2ncc(S(=O)(=O)c3ccccc3)c(N3CCCC(C)C3)c2cc1OC (stereo not drawn)	1.4%	-12%	-13%	7.6	37	-3%	7%	25%	2%	.
Cc1nc2cc(N3CCCCC3)c(NC(=O)c3cccnc3)cc2c(=O)n1Cc1ccccc1	-0.1%	-1%	-15%	4.1	47	-1%	1%	9%	7%	.
Cc1ccc(S(=O)(=O)NC(=O)c2cc(C)n(C3CC3)c2C)cc1	-0.3%	0%	1%	4.0	55	0%	8%	-15%	3%	i
COCCCN1C(=O)C(=O)/C(=C(/O)c2ccc(OCC(C)C)cc2)C1c1cccnc1 (stereo not drawn)	0.3%	-12%	-9%	-0.2	44	-3%	7%	6%	8%	i
O=C1OC(c2ccccc2)=N/C1=C\C=C\c1ccccc1[N+](=O)[O-]	0.5%	5%	18%	0.5	59	4%	7%	4%	8%	i
CCOC(=O)N1CCN(c2c(NCCN3CCCCC3CC)c(=O)c2=O)CC1 (stereo not drawn)	-0.1%	12%	18%	0.2	85	-1%	-2%	?	5%	i
COC(CNC(=O)c1cc(Sc2nnc(C)s2)nc2ccccc12)OC	-0.2%	1%	-8%	-1.6	65	-7%	5%	-4%	6%	i
O=C(O)CCCN1C(=O)C2C3CC(C2C1=O)C1C(c2ccccc2)c2sc(=O)n(-c4ccccc4)c2SC31 (stereo not drawn)	0.1%	-5%	-3%	1.0	45	-6%	7%	-13%	7%	i
COc1ccc(C2C(C(N)=O)=C(C)Nc3ncnn32)cc1 (stereo not drawn)	0.2%	-3%	7%	-1.4	76	-10%	-3%	-2%	1%	i
O=S(=O)(NCC1CCCO1)c1ccccc1 (stereo not drawn)	-0.2%	8%	0%	-1.3	60	-1%	5%	6%	-6%	.
COc1cccc(OC)c1C(=O)Nc1ccccc1N1CCCCC1	-0.1%	-10%	-2%	0.8	47	1%	-2%	1%	9%	.
O=C(Nc1ccc(S(=O)(=O)NCCc2ccccc2)cc1)c1ccc(Br)o1	0.0%	12%	-12%	6.9	94	0%	10%	6%	8%	i
COC(=O)/C=C1\S/C(=N/N=C/c2ccco2)NC1=O	0.0%	2%	-8%	-0.2	81	-5%	11%	14%	11%	i
O=C1CC(C(=O)Nc2ccccc2)S/C(=N\N=C\c2ccco2)N1 (stereo not drawn)	-0.2%	3%	-2%	0.5	90	-1%	11%	6%	9%	i
CCc1ccc(Nc2c([N+](=O)[O-])c(=O)oc3ccccc23)cc1	-0.1%	3%	1%	0.1	47	5%	5%	3%	18%	i

High-throughput results: PubChem, several laboratories

This is a random part of the collection (roughly 1.7% active in at least one column).
